From PubChem
NRP1-CendR mod = alters CendR peptide binding to human NRP-1; FAM-RPARPAR peptide binding to NRP-1, fluorescence polarization; inhibition, % at 25 µM; 360,000 tested, 0.85% active;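 active = inhibition or corrected inhibition above about 18%, plus a signal ratio from 0.5 to 1.5, limit read from the data, passing the limit was not always enough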; also: strong numbers were not always called active
Target sequence (O14786 whole entry, looked up): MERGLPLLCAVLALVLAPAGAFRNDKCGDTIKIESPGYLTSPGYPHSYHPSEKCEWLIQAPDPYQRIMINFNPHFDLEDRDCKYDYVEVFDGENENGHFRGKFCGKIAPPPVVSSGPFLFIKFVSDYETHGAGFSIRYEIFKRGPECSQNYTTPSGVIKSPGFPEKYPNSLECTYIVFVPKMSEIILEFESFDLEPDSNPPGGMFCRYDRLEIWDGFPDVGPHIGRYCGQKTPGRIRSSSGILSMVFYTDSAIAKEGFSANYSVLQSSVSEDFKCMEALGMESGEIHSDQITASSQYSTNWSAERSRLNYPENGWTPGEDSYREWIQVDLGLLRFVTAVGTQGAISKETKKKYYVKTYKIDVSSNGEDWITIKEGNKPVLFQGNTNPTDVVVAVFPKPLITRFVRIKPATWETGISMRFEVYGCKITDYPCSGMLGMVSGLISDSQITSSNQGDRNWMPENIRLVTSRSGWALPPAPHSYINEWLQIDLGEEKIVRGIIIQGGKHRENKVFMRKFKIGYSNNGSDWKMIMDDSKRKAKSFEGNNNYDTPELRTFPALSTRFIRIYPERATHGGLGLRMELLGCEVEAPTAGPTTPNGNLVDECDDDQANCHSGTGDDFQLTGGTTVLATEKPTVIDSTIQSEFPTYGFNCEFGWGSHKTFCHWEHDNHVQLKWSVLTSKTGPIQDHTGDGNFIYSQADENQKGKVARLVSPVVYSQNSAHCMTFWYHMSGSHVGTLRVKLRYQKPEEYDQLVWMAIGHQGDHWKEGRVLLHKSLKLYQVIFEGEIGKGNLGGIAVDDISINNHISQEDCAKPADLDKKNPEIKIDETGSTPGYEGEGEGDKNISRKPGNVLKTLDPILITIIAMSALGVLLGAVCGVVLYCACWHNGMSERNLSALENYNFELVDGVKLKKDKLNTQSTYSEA
FAS TE block = FAS thioesterase (human) inhibition; P49327; recombinant FAS-TE, OMFH fluorogenic substrate, fluorescence endpoint; inhibition, % at 15 µM; 360,000 tested, 0.67% active; AID 602261;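 active = compounds whose normalised, plate-corrected inhibition of enzyme fluorescence in the single-dose primary screen is 50% or more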;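 also: 0% = DMSO with enzyme and 100% = substrate without enzyme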
E coli Lon inh = E. coli protease La inhibition | P0A9M0 | 360,000 tested, 0.42% active | purified E. coli Lon protease, fluorescence polarization | inhibition, % at 7.94 µM; in the data active = inhibition above about 13%, passing the limit was not always enough;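 also: 0% = enzyme with probe and DMSO and 100% = no enzyme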
MLLE-PAM2 inh = inhibitors of microRNA-mediated deadenylation, human PABP1 MLLE binding. AID 588489. GST-MLLE / FITC-PAM2 fluorescence polarization. 360,000 tested, 0.36% active. P11940. inhibition, % at 20 µM; in the data active = inhibition above about 35%, passing the limit was not always enough;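 also: plate controls were DMSO wells with GST-MLLE for no effect and wells lacking GST-MLLE protein for full effect; some results filed as inactive read as strong as hits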
Neddyl block = inhibitors of human cullin neddylation | TR-FRET cullin neddylation, biochemical | calls only at 25 µM | P61081+Q13564 | 360,000 tested, 0.58% active; in the data active = inhibition above about 36%
MT1-MMP act inh = blocks activation of human MT1-MMP. P50281. HT1080 RFP-PRO-GFP cells, GFP/RFP ratio fluorescence, overnight; percent of plate control window, DMSO zero. GFP/RFP ratio change, % at 20 µM. 360,000 tested, 0.061% active. AID 651647;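 active = GFP/RFP ratio change of at least 30% with cell ATP level not reduced by more than half and red fluorescence within 50% of control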; also: strong numbers were not always called active
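Material – HT1080 RFP-PRO-GFP cells · Control set – DMSO wells and RFP-L50D-GFP cells · Incubation – overnight cell settling, then overnight compound exposure, 37 °C, 5% CO2 · Compound dosing – single-point 20 µM compound, 1% DMSO · Read-out – GFP/RFP fluorescence ratio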
MsrA act = bovine methionine sulfoxide reductase A activation; purified bovine MsrA, absorbance read-out; activation, % at 10.6 µM; 360,000 tested, 0.3% active; AID 602163; in the data active = activation above about 7.5%;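 also: 0% = vehicle and 100% = reference activator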
SKN-1 block = inhibitors of C. elegans SKN-1; C. elegans VP596 Pgst-4::GFP/RFP ratio, acrylamide-induced, 24 h; AID 624304; inhibition, % at 21.8 µM; 360,000 tested, 0.49% active;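 active = interference check ratio from 0.5 to 1.5 plus GFP to RFP signal ratio inhibition reaching or exceeding a fixed threshold, cut at about 30% in these data, passing the limit was not always enough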; also: some compounds called inactive have numbers as strong as hits
Rin1 Abl inh = inhibitors of human Rin1-Abl protein interaction. P00519+Q13671. TR-FRET Rin1/Abl binding, biochemical. inhibition, % at 7.35 µM. 360,000 tested, 0.4% active; in the data active = inhibition above about 5%, passing the limit was not always enough
Active calls of the source: *; i = inactive; . = no result given; + = active, no number; & = joins results of further samples.

SMILES	NRP1-CendR mod	FAS TE block	E coli Lon inh	MLLE-PAM2 inh	Neddyl block	MT1-MMP act inh	MsrA act	SKN-1 block	Rin1 Abl inh
N#Cc1cc([N+](=O)[O-])ccc1NC(=O)CSc1n[nH]c(=O)n1C1CC1	1.4	3.7	-4.6	2.6	i	1.0	-1.5	5.7	-3.4
O=C(Nc1ccc([N+](=O)[O-])cc1)Nc1cnccn1	-12.6	4.8	-7.9	-4.5	i	-18.3	-5.2	1.9	-1.3
CSCCC(NS(=O)(=O)c1cccc(C(F)(F)F)c1)C(=O)Nc1ccccc1N1CCCC1 (centres undefined)	-0.4	24.5	0.0	1.1	i	-4.4	-1.8	0.7	1.2
C[C@H](CO)N1C[C@H](C)[C@@H](CN(C)CC2CCCCC2)Oc2ccc(NC(=O)CCN3CCOCC3)cc2C1=O	8.4	-12.9	-12.3	-0.6	i	11.3	-5.2	7.9	0.3
CC(C)CCn1c(=O)c2ccccc2n2c(CCC(=O)NCC3CCCO3)nnc12 (centres undefined)	2.5	0.9	-2.3	-3.1	i	3.7	-1.3	14.7	1.3
CCC(C)[C@H](NC(=O)NCc1ccco1)C(=O)OC (some centres undefined)	-7.5	-2.2	8.1	15.4	i	1.7	-7.3	-16.7	-0.1
O=C(NCC(=O)N1CCN(S(=O)(=O)/C=C/c2ccccc2)CC1)c1ccc(Cl)cc1	4.1	-1.1	7.2	2.8	i	.	-1.5	8.8	-1.2
CCN1CCN(C(=O)C(=O)c2cn(CC(=O)N(CC)CC)c3ccccc23)CC1	11.7	-4.7	0.9	-1.6	i	-6.5	-4.3	-3.2	1.4
CN1CCc2c(sc3c2c(=O)n(-c2ccccc2)c2nnc(SCc4ccc(Cl)cc4)n32)C1	7.9	-20.6	1.8	-132.9	i	-5.1	0.5	7.0	-3.3
CCCN(CC(=O)Nc1ccccc1C)C(=O)CCl	7.5	-2.1	-2.6	5.5	i	-0.7	-0.5	5.3	-3.5
COc1ccc(-c2ccc(C(=O)NCc3ccc(N4CCN(C)CC4)cc3)c3occc23)c(C)c1	-6.4	6.6	-1.8	-6.9	i	11.1	-1.2	-21.1	0.5
CCCOc1ccc(N2C(=O)CC(N(CCc3ccc(S(N)(=O)=O)cc3)C(C)=O)C2=O)cc1 (centres undefined)	-3.9	-7.3	-9.4	-10.7	i	0.5	-3.5	12.7	4.7
COc1ccc(OCC(=O)NNc2c3ccccc3nc3ccccc23)cc1	0.0	8.7	-8.6	-2.5	i	35.5*	-7.8	-20.7	-7.5
Cc1c(S(=O)(=O)N2CCCCC2)c(=O)n(C)c(=O)n1C	-1.9	-7.8	12.7	6.4	i	-0.4	-2.4	-0.4	-0.1
O=c1c(-c2c(O)cc(O)c3c2O[C@H](c2ccc(O)cc2)CC3)c(-c2ccc(O)cc2)oc2cc(O)cc(O)c12	-10.8	5.5	-2.6	-4.1	i	-2.1	-3.0	-9.0	2.5
CC(Sc1nnc(C2CC2)n1Cc1ccccc1)C(=O)N1CCNC1=O (centres undefined)	-1.3	-4.2	-2.1	-12.4	i	-0.3	-3.3	-15.6	1.6
O=C(c1ccccc1)C(O)C(c1ccccc1)N1CCOCC1 (centres undefined)	-2.5	-4.0	4.9	-22.8	i	-1.7	-1.4	24.3	-2.0
CCOC=C1SC(=S)N(c2ccccc2OC)C1=O	-173.7	-5.1	-1.1	-8.6	i	3.1	-2.4	23.9	-1.1
Cc1ccsc1C(=O)OCC(=O)N1CC(=O)Nc2ccccc21	-6.0	-0.4	4.0	-9.1	i	6.4	-2.7	4.2	-1.6
CCn1c(C)[n+](CC(O)COCC2CC=CCC2)c2ccccc21 (centres undefined)	6.4	-4.7	-11.8	-105.8	i	3.7	0.5	9.7	0.4
COc1ccc(CN(C)S(=O)(=O)c2nnc(NC(=O)c3cccc(C)c3)s2)cc1OC	-5.3	-0.3	-2.1	-26.6	i	-16.0	-4.2	12.3	-2.9
COc1cc(/C=C2/C(=O)c3cccc([N+](=O)[O-])c3C2=O)c(Br)cc1O	-14.8	-18.3	8.7	6.8	i	-1.6	-8.2	2.7	-0.9
O=C(Oc1cccc(Cl)c1)N1CCOCC1	-11.8	-6.3	-2.5	4.9	i	-1.1	-4.4	-8.7	0.9
CCc1ccc2nc(N(CCCN(C)C)C(=O)c3ccc(S(=O)(=O)N4CCCC4)cc3)sc2c1	-11.1	0.5	-3.4	11.3	i	-9.7	-10.6	-3.4	3.4
CC(CC(=O)Nc1ccc(F)c([N+](=O)[O-])c1)c1ccccc1 (centres undefined)	5.8	36.5	-9.6	10.4	i	0.8	-7.2	-19.0	-0.7
COc1ccccc1NC(=S)NCc1ccc2c(c1)cc(C)n2C	12.7	-36.2	-6.9	-1.0	i	41.4*	-5.9	28.7	-3.5
CCCNC(=S)N1CCC(NC(=O)C2CCCCC2)CC1	3.8	-4.9	-7.2	-93.4	i	2.8	-3.5	-20.4	0.2
COc1cccc(-c2noc(CCCC(=O)Nc3ccc(C(N)=O)cc3)n2)c1	10.2	-1.9	-9.3	2.6	i	3.7	1.6	16.4	1.7
Cc1ccc([N+](=O)[O-])cc1NC(=O)C(Sc1ccccc1)c1ccccc1 (centres undefined)	4.1	81.5*	6.1	-7.0	i	-5.6	-5.8	7.0	-1.7
CC1(C)CC(N2CCCC2)=CC(=[N+]2CCCCC2)C1	-2.7	-5.6	-7.7	-134.4	i	-6.5	-6.3	4.6	1.3
CC1CC(C)(C)NC(=S)N1CCCC(=O)Nc1ccc(F)c(F)c1 (centres undefined)	-3.3	-4.1	6.4	-105.0	i	2.8	-2.9	11.7	1.1
Cc1ccc(NC(=O)CN(C)C(=O)COC(=O)CNS(=O)(=O)c2ccc(Br)cc2Cl)cc1	17.4	1.3	0.9	1.1	i	3.7	-2.9	-6.1	-1.6
COc1ccc(OC)c(S(=O)(=O)Nc2cccc(-c3ccc4nncn4n3)c2)c1	3.9	14.8	-10.1	15.6	i	2.2	-2.5	2.9	-1.0
CCCCN(C(=O)c1ccc(S(=O)(=O)N(CC)CC)cc1)c1c(N)n(CCC)c(=O)[nH]c1=O	1.8	0.9	-3.2	2.9	i	1.6	-1.3	7.9	3.7
O=C1c2ccccc2C(=O)c2c1cccc2N1CCOCC1	-2.3	-2.4	-0.4	9.3	i	4.3	-0.7	15.0	-16.9
O=C(Cc1cc(=O)[nH][nH]1)N/N=C/c1cccc(Cl)c1Cl	6.2&-1.8	-14.0&-13.8	2.2&-2.8	0.5&-5.4	i	0.6&5.3	-4.0&-3.4	10.5&8.5	-1.4&-2.3
O=C(Nc1ccc(NC(=O)c2sc3ccccc3c2Cl)cc1Cl)c1ccco1	3.6	-1.0	-2.8	11.3	.	5.5	-4.6	0.8	1.6
CC(C)(C)CC(=O)Nc1ccccc1N1CCN(c2ccccc2)CC1	-4.1	20.2	-0.7	5.5	i	-9.1	-6.0	-3.8	-0.5
CCOC(=O)Cc1csc(NC(=O)Cn2c(=O)oc3ccccc32)n1	6.6	-2.5	-1.2	-0.6	i	-0.7	-0.9	9.7	-3.5
O=C(/C=C/c1ccc2c(c1)OCO2)NCc1ccncc1	-1.6	1.9	1.9	-1.0	i	-2.3	-4.1	4.8	0.3
O=C(CSc1nc2ccccc2c2c1CCCC2)N1CCOCC1	2.3	3.9	-7.9	1.1	i	-3.8	-3.3	-3.8	-0.9
Cc1ccccc1NC(=O)Cc1nc(COC(=O)c2cccc(C)c2O)cs1	9.0	-3.2	-18.6	18.2	i	-0.5	-3.0	23.6	-0.5
O=C(CCNC(=O)c1ccc(Br)cc1)NCCCSc1ccccc1	-3.2	-0.5	8.8	0.8	i	-1.6	-4.2	3.8	0.7
COc1ccc(C(=O)NCc2nnc(SCC(=O)N3CCCc4ccccc43)o2)cc1OC	-2.9	-2.0	7.8	-6.1	i	-1.5	-2.3	-3.6	1.6
Cc1ccc(OC(=O)c2sc3ncn(C)c(=O)c3c2C)cc1	1.6	0.3	1.4	-2.1	i	2.2	-2.6	4.0	2.3
O=C(CN1C(=O)c2ccccc2C1=O)N1CCCCC1	6.8	0.4	1.8	0.6	i	.	-1.9	18.4	-3.9
Cc1ccc(-n2c(C)cc(C(=O)COc3c(CO)cc(F)cc3CO)c2C)cc1C	-7.5	6.0	-1.0	5.7	i	-2.5	-5.3	1.7	1.5
COc1ccccc1N1CCN(C(=O)c2ccc3c(c2)CCN3S(C)(=O)=O)CC1	5.5	-7.0	-1.7	-6.4	i	3.7	-1.5	-6.2	-1.6
Cc1ccc(C(=O)N/C(=C/c2ccc(-c3ccc(Br)cc3)o2)C(=O)NC2CCS(=O)(=O)C2)cc1 (centres undefined)	-6.0	-12.6	-4.6	-0.3	+	1.9	2.9	3.0	-3.6
